Anthrax LF inh2 = anthrax lethal factor protease inhibition | P15917 | multiplex microsphere protease cleavage assay, LF | inhibition, % at 10 µM | 360,000 compounds, 0.12% hits; note: plate controls were buffer without enzyme for full effect and enzyme alone for no effect
Mtb UGM inh = inhibitors of M. tuberculosis UDP-galactopyranose mutase. P9WIQ1. purified UGM, fluorescence polarization probe displacement. inhibition, % at 10 µM. 320,000 compounds, 0.06% hits; in the data active = inhibition above about 10%, passing the limit was not always enough; inconclusive = no clear call, values can overlap the other calls
Target sequence (P9WIQ1 whole entry, looked up): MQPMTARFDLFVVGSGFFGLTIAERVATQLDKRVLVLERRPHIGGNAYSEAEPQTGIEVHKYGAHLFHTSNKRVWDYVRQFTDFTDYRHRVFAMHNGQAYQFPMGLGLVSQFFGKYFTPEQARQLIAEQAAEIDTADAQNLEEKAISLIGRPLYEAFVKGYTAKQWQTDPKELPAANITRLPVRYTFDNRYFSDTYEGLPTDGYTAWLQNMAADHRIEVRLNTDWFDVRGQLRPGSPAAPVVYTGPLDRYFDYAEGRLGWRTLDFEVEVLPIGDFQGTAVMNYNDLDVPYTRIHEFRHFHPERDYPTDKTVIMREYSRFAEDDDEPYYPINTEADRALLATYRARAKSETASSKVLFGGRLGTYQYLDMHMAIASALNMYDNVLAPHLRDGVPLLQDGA
PfHsp40 yeast = restores yeast growth despite PfHsp40 toxicity; S. cerevisiae expressing PfHsp40, growth rescue, ATP luminescence; growth rescue, % at 12.5 µM; 340,000 compounds, 0.68% hits; in the data active = growth rescue above about 28%, passing the limit was not always enough; inconclusive = no clear call, values can overlap the other calls;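 note: yeast W303a lacking pdr1 and pdr3 grown in galactose medium; growth measured after three days at 30 °C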
BioA inh = blocks M. tuberculosis BioA enzyme activity. purified M. tuberculosis BioA enzyme, plate reader. inhibition, % at 9.99 µM. 360,000 compounds, 0.096% hits; in the data active = inhibition above about 40%; inconclusive = no clear call, values can overlap the other calls
BoNT A protease = BoNT A light chain protease inhibition. inhibition, % at 10 µM. AID 588499. 360,000 compounds, 0.17% hits. multiplex microsphere protease substrate cleavage, flow cytometry; note: plate controls were buffer without enzyme for full effect and enzyme alone for no effect
GDH-TPI counter = counter-screen for M. tuberculosis FBA inhibitors: GDH-TPI coupled enzymes. GDH-TPI coupled enzyme counterscreen, NADH absorbance. inhibition, % at 4.8 µM. 360,000 compounds, 1.2% hits. AID 588335; in the data active = inhibition above about 30%;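 note: 0% = DMSO wells and 100% = wells lacking the enzyme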
BoNT-F LC inh = inhibitors of Botulinum neurotoxin F light chain protease; inhibition, % at 10 µM; AID 588497; 360,000 compounds, 0.22% hits; Multiplex microsphere protease cleavage assay, flow cytometry; in the data active = inhibition above about 35%, passing the limit was not always enough; inconclusive = no clear call, values can overlap the other calls; note: plate controls were buffer without enzyme for full effect and enzyme alone for no effect
FadD28 FP inh = inhibitors of Mycobacterium tuberculosis FadD28 bisubstrate binding. AID 588549. 360,000 compounds, 0.22% hits. inhibition, % at 12.5 µM. FadD28 bisubstrate probe binding, fluorescence polarization; in the data active = inhibition above about 8.5%, passing the limit was not always enough; inconclusive = no clear call, values can overlap the other calls
Mtb FBA inh = Mtb fructose-bisphosphate aldolase inhibition | P9WQA3 | purified M. tuberculosis FBA, fluorescence read-out | inhibition, % at 1 µM | 360,000 compounds, 2.3% hits; in the data active = inhibition above about 27%;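 note: 0% = vehicle and 100% = reference inhibitor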
Target sequence (P9WQA3 whole entry, looked up): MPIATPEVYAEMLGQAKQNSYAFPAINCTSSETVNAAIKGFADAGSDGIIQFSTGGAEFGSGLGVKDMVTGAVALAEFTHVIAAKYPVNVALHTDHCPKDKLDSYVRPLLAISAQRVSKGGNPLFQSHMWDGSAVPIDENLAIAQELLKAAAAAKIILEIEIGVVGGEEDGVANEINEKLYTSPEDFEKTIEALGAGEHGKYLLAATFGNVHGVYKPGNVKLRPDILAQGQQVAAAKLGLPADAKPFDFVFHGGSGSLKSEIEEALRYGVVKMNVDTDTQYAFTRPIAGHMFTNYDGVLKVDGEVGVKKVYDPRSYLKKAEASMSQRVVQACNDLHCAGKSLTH
Starred values were filed as active, the others as inactive; ? = inconclusive; / = not tested or not shown. Cut-off read from the data, not from the text of the source, unless noted: active = inhibition above about 30%; inconclusive = no clear call, values can overlap the other calls; inactive = below that.

SMILES	Anthrax LF inh2	Mtb UGM inh	PfHsp40 yeast	BioA inh	BoNT A protease	GDH-TPI counter	BoNT-F LC inh	FadD28 FP inh	Mtb FBA inh
CC(=O)C1=C(C)OC(N)=C(C#N)C1c1cccnc1 (stereo unspecified)	-4	1.9	-1.4	/	-1.0	-3	-4	-1.8	-3
CC(C)(C)NC(=O)COc1ccc(CNc2ncn[nH]2)cc1	-3	-0.1	-0.8	/	-0.6	-6	-1	-1.5	-1
CCOc1ccc(C2NC(=O)C(C#N)=C(S)N2c2ccc(C)cc2)cc1OC (stereo unspecified)	-6	0.0	0.3	1.8	0.8	0	?	-2.0	1
O=C(CCCCCN1C(=O)c2ccccc2C1=O)Nc1nccs1	1	-0.6	1.3	-2.3	1.9	9	2	-1.2	0
CCCCC1CCC(C(=O)OC(C)C(=O)Nc2ccc(NC(C)=O)cc2)CC1 (stereo unspecified)	7	-2.0	0.6	-2.7	-1.6	-6	9	0.4	2
O=C(CCSc1ccc(Cl)cc1)NCc1ccccn1	-6	1.7	0.3	/	-0.8	-6	-2	-3.2	-4
COC(=O)Nc1ccccc1C(=O)N1CCCCC1	-10	0.9	-0.8	-1.2	-0.6	7	-9	-0.4	-1
COc1ccc(-n2c(=S)[nH]c3c(sc(=S)n3-c3ccccc3)c2=O)c(OC)c1	-3	2.4	2.2	0.2	-0.7	12	-6	0.1	-1
O=C(c1ccc(Br)o1)N1CCN(c2ccccn2)CC1	/	2.1	-0.9	2.6	/	8	/	-2.2	4
Cc1cccc(C)c1NC(=O)CNC(=O)CCC(=O)c1cccs1	3	-1.2	0.3	-0.7	0.3	3	3	-2.3	3
O=C(O)c1ccccc1C(=O)c1ccc(F)c(F)c1	-1	/	-2.4	-0.6	-0.5	6	-5	-0.4	1
O=C(CS(=O)(=O)c1ccccc1)Nc1nnc(-c2cccs2)o1	-1	-0.6	-0.2	-0.2	-0.5	-6	-3	-3.1	0
O=C(Nc1cccc(S(=O)(=O)N2CCCCCC2)c1)c1cncc(Br)c1	-5	-1.2	0.3	2.1	-0.3	4	-3	-2.0	-2
COc1cccc(OC)c1OCCOc1ccc(C(=O)c2ccccc2)cc1	-4	-0.1	3.5	/	0.7	8	0	-3.2	-4
CCCC(=O)Nc1nc(C)c(-c2csc(Nc3cc(OC)ccc3OC)n2)s1	-11	-2.0	-1.0	-2.2	0.3	17	1	1.0	-2
CCc1ccc(-c2nc(SCC(=O)N3CCOCC3)n[nH]2)cc1	0	1.6	-1.4	/	-0.8	2	5	0.6	4
CC(C)(C)OC(=O)NOCC(=O)N(CC(=O)c1ccccc1)Cc1ccccc1	-4	-2.2	1.5	6.3	-0.3	-7	0	-2.9	-1
COc1cc(SC)ccc1C(=O)N1CCCc2ccccc21	16	-0.2	-0.3	0.6	-3.5	0	-16	-5.0	0
CCc1ccc(-c2cc(N)n(-c3ccccc3)n2)cc1	-2	/	-1.1	/	0.7	-1	5	0.3	5
COc1ccc(NC(=O)NCCN2CCN(c3ccc(C)cc3)CC2)c(Cl)c1	-2	0.1	-2.4	-1.6	?	32*	?	1.0	2
Cc1cc(C)n(-c2ccc(C(=O)Nc3cccc(S(=O)(=O)N(C)C)c3)cc2)n1	-2	0.5	-0.4	/	-1.6	-2	-10	-2.7	0
CC(=O)OC1COC(N2CCc3ccccc32)C(OC(C)=O)C1OC(C)=O (stereo unspecified)	-4	1.2	-1.3	/	1.3	3	0	-1.1	5
CN(C)S(=O)(=O)c1ccc(NC(=S)NC(=O)Cc2ccccc2)cc1	-4	-2.3	0.5	/	0.2	-4	-6	-1.6	1
Cc1cc(/C=C(\C#N)C(=O)NC2CCCCCC2)c(C)[nH]1	-2	-1.3	-0.7	/	-0.5	23	2	-3.1	1
Cc1cc(N2CCN(S(=O)(=O)c3ccc4c(c3)OCCO4)CC2)n2ncnc2n1	-1	3.3	0.2	0.7	-0.6	-5	0	-3.5	-1
CCOC(=O)N1CCC(NC(=O)CCc2c(C)nc3c(c(C)nn3-c3ccccc3)c2C)CC1	-14	/	-1.1	-1.1	-1.6	15	-6	-1.8	4
Cc1ccc(-c2csc(NC(=O)C3=COCCO3)n2)cc1C	7	2.2	0.8	-1.1	2.3	-1	6	-2.9	0
CS(=O)(=O)N1Cc2ccccc2-n2nncc2C1	-11	/	-0.7	-2.8	-0.4	3	-1	-4.1	-1
CN1CCN(c2nc(-c3cccnc3)nc3ccccc23)CC1	-6	-0.7	-0.6	1.1	-1.2	13	-6	0.1	22
COc1ccc(CC(=O)NCc2nnc(SCC(=O)Nc3nccs3)n2-c2ccccc2)cc1	-2	3.9	1.1	-0.3	1.0	2	-3	0.1	2
Cc1[nH]c2ccccc2c1C(=O)C(=O)NCCCc1ccccc1	-1	-0.7	-0.9	0.2	0.9	16	0	-3.9	-3
NS(=O)(=O)c1ccc(CCNC(=O)CNC(=O)C2CCCCC2)cc1	-10	4.7	-1.4	0.1	-0.4	-3	?	1.2	6
CC(=O)Nc1ccc(S(=O)(=O)N2Cc3cnnn3-c3ccccc3C2C#N)cc1 (stereo unspecified)	-3	/	-0.8	-0.2	-1.1	0	-12	1.2	0
COc1ccc(C)cc1NC(=O)Nc1ccc(Br)cn1	1	-0.5	-0.1	-0.3	4.8	-8	10	-4.5	-1
COC(=O)C1=C(C)NC(C)=C(C(=O)OC)C1c1ccc(-c2cc(Cl)ccc2Cl)o1	-3	0.4	-0.2	/	-0.1	9	-2	-2.7	5
Cc1ccc(N(C)S(=O)(=O)c2csc(C(N)=O)c2)cc1C	14	-4.6	0.7	0.7	0.6	-3	1	-4.4	-1
O=C(CSc1cc(Cl)ccc1Cl)NCCN1C(=O)CSC1=O	-5	-1.7	0.8	0.7	-0.1	5	-3	-4.7	1
CCN(CC)c1ccc(N=Cc2ccc(N(CC)CC)cc2O)cc1	-4	0.9	-1.6	/	?	14	7	-2.0	-5
Cc1cccc(OCC(O)Cn2c(=N)n(CCN3CCOCC3)c3ccccc32)c1 (stereo unspecified)	-12	-0.6	-1.0	0.3	0.4	-7	1	-1.5	4
O=C(NCC(c1ccc(F)cc1)N1CCOCC1)c1ccccc1F (stereo unspecified)	8	-3.2	-0.5	/	-1.3	8	-8	-0.8	5
Cn1c(CNC(=O)CNC(=O)c2ccc(C(C)(C)C)cc2)cc(=O)n(C)c1=O	2	0.4	-0.2	-1.6	-0.9	-11	3	-3.7	-4
CCCc1cc2c(=O)c(-c3ccccn3)c(C)oc2cc1O	-4	2.8	-0.6	-0.5	0.0	18	0	-1.0	14
O=c1cc(CCl)nc2sc3ccccc3n12	-1	/	1.4	0.2	-0.9	13	8	-1.3	8
CSCC[C@H](NC(=O)OC(C)(C)C)c1nnc(SCC(N)=O)o1	-1	0.9	0.8	/	0.3	0	1	-3.0	0
O=C(CCC(=O)N(CC(=O)NC1CCCCC1)Cc1cccs1)Nc1ccccn1	0	1.2	1.6	/	0.2	-3	-2	-1.1	2
CCOc1cc(S(=O)(=O)N2CCN(Cc3ccccc3)CC2)ccc1Br	-2	-1.6	0.5	-1.2	-0.9	1	-40	-2.3	-2
Cc1ccc(Cl)cc1N1CCN(S(=O)(=O)c2cccc(S(=O)(=O)N3CCCC3)c2)CC1	-5	-3.4	-1.0	-2.7	0.7	6	0	-0.4	2
CCN(CC)c1nc2c(c(=O)[nH]c(=O)n2C)n1Cc1ccccc1Cl	4	0.0	-1.2	-0.2	2.1	9	?	-2.3	-6

Pulled by compound from the list above, four records:
SMILES	Anthrax LF inh2	Mtb UGM inh	PfHsp40 yeast	BioA inh	BoNT A protease	GDH-TPI counter	BoNT-F LC inh	FadD28 FP inh	Mtb FBA inh
O=C(CCC(=O)N(CC(=O)NC1CCCCC1)Cc1cccs1)Nc1ccccn1	0	1.2	1.6	/	0.2	-3	-2	-1.1	2
CCN(CC)c1nc2c(c(=O)[nH]c(=O)n2C)n1Cc1ccccc1Cl	4	0.0	-1.2	-0.2	2.1	9	?	-2.3	-6
CCN(CC)c1ccc(N=Cc2ccc(N(CC)CC)cc2O)cc1	-4	0.9	-1.6	/	?	14	7	-2.0	-5
CSCC[C@H](NC(=O)OC(C)(C)C)c1nnc(SCC(N)=O)o1	-1	0.9	0.8	/	0.3	0	1	-3.0	0

Remaining list, next part
SMILES	Anthrax LF inh2	Mtb UGM inh	PfHsp40 yeast	BioA inh	BoNT A protease	GDH-TPI counter	BoNT-F LC inh	FadD28 FP inh	Mtb FBA inh
Cc1cc(C)nc(N2CCC(C(=O)Nc3cccc(C(F)(F)F)c3)CC2)n1	0	1.1	0.6	-0.9	-1.0	12	-1	-1.6	2
CC1CCN(C(=O)COC(=O)c2cc(Cl)cc(Cl)c2N)CC1	3	3.3	0.1	-1.5	0.6	-2	6	-3.5	81*
Cc1ccc(C)c(OCCC(=O)OCC(=O)NNC(=O)c2ccccc2)c1	/	-2.5	0.5	2.1	/	-2	/	-1.7	1
COc1cccc(C(=O)OCC(=O)NCCCc2ccccc2)c1	4	0.4	-1.1	/	-3.1	-7	-21	-0.8	2
CCCCOc1ccc(/C(O)=C2/C(=O)C(=O)N(CCCOC)C2c2ccncc2)cc1C (stereo unspecified)	3	-0.8	-0.5	-0.9	0.0	20	-6	-0.2	-2
CCOC(=O)c1ccc2nc(NC(=O)C(C)C)sc2c1	2	1.3	0.8	0.3	-0.6	-3	-4	-4.9	-1
CC(=O)NC1C(=O)N=C(SCC(=O)Nc2sc3c(c2C#N)CCCCCC3)NC1=O (stereo unspecified)	-7	-1.2	2.0	/	-0.6	-8	1	-0.7	-4
C=CCn1c(=O)c2c3c(sc2n2c(Nc4ccc(OC)cc4)nnc12)CCCC3	-5	0.9	1.6	8.8	-0.7	3	5	-3.6	4
CCCCCCCCCCCCCCCC(=O)OC/C=C(C)/C=C/C=C(C)/C=C/C1=C(C)CCCC1(C)C	5	-2.0	6.4	2.7	-1.0	8	7	?	3
COc1ccc(NC(=S)NC(=O)c2ccc3c(c2)OCCO3)cc1	-7	-0.2	-0.6	-1.3	-0.4	18	-9	-1.5	6
Cc1c(Cl)cccc1NC(=O)CC1Oc2ccccc2NC1=O (stereo unspecified)	-19	-0.5	1.1	/	1.2	5	?	-4.2	3
COC(=O)c1ccc(CSc2nnc3ccccn23)o1	-2	3.8	-0.7	-0.9	-0.5	-1	1	-1.4	3
COc1cccc(-c2cc3nc(NCc4cccnc4)n(C)c(=O)c3s2)c1	-2	/	/	-0.4	0.2	15	4	-2.4	9
O=C(c1cccc(F)c1)N1CCN(c2cccc(Cl)c2)CC1	2	-0.2	0.2	/	0.2	-6	-6	-1.3	4
O=C(CCCN1C(=O)/C(=C\c2ccco2)SC1=S)Nc1ccc2ccccc2c1	4	-0.9	-0.9	/	9.7	6	-4	-1.4	1
CCCN(CC(=O)Nc1ccccc1OC)C(=O)CN1C(=O)NC(C)(C)C1=O	-7	/	/	/	-0.9	8	-5	0.7	-1
COc1ccc(/C=C/c2c(-c3ccc(OC)cc3)oc3cccnc23)cc1	-2	-0.1	-0.5	-1.3	1.0	12	-2	1.5	41*
CC1CCN(C2=C(NS(=O)(=O)c3ccc(Cl)cc3)C(=O)c3ccccc3C2=O)CC1	0	-0.2	-0.4	-0.8	-0.3	-4	-3	-3.7	3
CCNC(=O)c1c(NC(=O)c2cc(-c3cc(C)ccc3O)n[nH]2)sc2c1CCCC2	1	-3.0	1.7	/	-1.4	6	-13	-1.1	0
Cc1ccnc(NC(=O)C2CCN(S(=O)(=O)c3cccc4nonc34)CC2)c1	0	-0.1	-1.1	2.0	-0.2	3	1	-1.1	6
COCCCn1c(SCC(=O)N2CC(=O)Nc3ccccc32)nnc1-c1ccoc1C	-1	2.5	-0.2	-0.6	0.7	2	12	-0.9	-3
Cc1cc(C(=O)COC(=O)Cc2ccc(Br)cc2)c(C)n1C	-10	0.7	0.8	-1.1	-8.1	3	-15	/	1
O=C(NC(NC(=O)c1ccccc1)c1cccc([N+](=O)[O-])c1)c1ccccc1	2	1.1	-0.4	-1.2	1.1	-1	3	-0.2	-2

Screening results (PubChem)
